Source: PubChem
SW480 rereplic = A quantitative high throughput screen for small molecules that induce DNA re-replication in SW480 colon adenocarcinoma cells. SW480 DNA re-replication, Hoechst DNA content imaging, 48 h. Potency, µM (highest dose often 46.1 µM), without a hit: top-dose re-replication activation, usual class: activators. 340,000 compounds, 1.8% hits. AID 624297, 2012; also: potency is read from the fitted curve at half-maximal effect; % of control where 0% means no effect; nearly all actives have a fitted effect of over 55% in size
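DNA re-replication was detected as more nuclei of elevated Hoechst intensity after 48 hr exposure to compound (23 nL pinned per well of 250 cells).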
HT1080-NT tox = qHTS for induction of synthetic lethality in tumor cells producing 2HG: qHTS for the HT-1080-NT fibrosarcoma cell line; HT-1080-NT fibrosarcoma viability, CellTiter-Glo ATP luminescence, 48 h; Potency, µM (series often up to 46.1 µM), for inactives: at the highest dose activity, negative = less viability, actives largely listed as cytotoxic; 360,000 compounds, 1.6% hits;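 also: NT is the 2HG producing partner of a matched IDH1 knockdown line; potency is read from the fitted curve at half-maximal effect; 0% = DMSO-treated cells and -100% = media-only wells without cells; nearly all actives have a fitted effect of over 55% in size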
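HT-1080-NT fibrosarcoma cells (2HG-overproducing), 750 cells/well in RPMI with 5% FBS, dosed after 2 h and incubated 48 h at 37C. CellTiter-Glo luminescence normalized to DMSO and no-cell wells; concentration-response curves fitted and classed.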
IL1B secr inh = qHTS for Inhibitors of Inflammasome Signaling: IL-1-beta AlphaLISA Primary Screen; activity change, % at 57.5 µM; AID 743279, 2014; 360,000 compounds, 4.7% hits; THP-1 LPS/ATP IL-1B secretion, AlphaLISA, 16 h; stronger effect = lower value; in the data active = activity change below about -50%; inconclusive = mostly about -30% to -49%; also: % is scaled to controls: 0 for no effect and ±100 for the full control effect
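Secreted IL-1B measured by AlphaLISA bead assay after 16 h compound exposure of THP-1 cells; compounds (final up to 57.5 uM) added 1 h before LPS (250 ng/mL) and ATP (1.25 mM) stimulation; lower signal means less secretion.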
KB-3-1 cytotox = qHTS assay for MDR1-selective chemotherapeutics: Primary screen using the parental adenocarcinoma cell KB-3-1 | KB-3-1 viability, CellTiter-Glo ATP luminescence, 72 h | Potency, µM (highest dose often 46.1 µM), inactives show at the top dose activity change, negative = cytotoxic, actives largely listed as cytotoxic | 400,000 compounds, 1.4% hits; also: potency is read from the fitted curve at half-maximal effect; % is scaled to controls: 0 for no effect and ±100 for the full control effect; nearly all actives have a fitted effect of over 60% in size
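Cytotoxicity in the drug-sensitive parental line KB-3-1 was scored as loss of CellTiter-Glo luminescence following 72 h incubation with compound. Values come from curve fitting of normalized concentration-response data.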
ATXN2 expr inh = Primary qHTS for Inhibitors of ATXN expression; HEK-293 ATXN2-luciferase reporter, luminescence, 24 h; Potency, µM (series often up to 57 µM), for the others: at the highest dose activity change, negative = inhibition, hits mostly inhibitors; 360,000 compounds, 0.72% hits; also: potency is read from the fitted curve at half-maximal effect; % is scaled to controls: 0 for no effect and ±100 for the full control effect; nearly all actives have a fitted effect of over 55% in size
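ATXN2-luciferase reporter cells (luciferase flanked by upstream and downstream ATXN2 gene portions) were treated 24 h at 37 °C with compounds at up to 57 uM. SteadyGlo luminescence gave expression; GF-AFC fluorescence gave viability.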
S2 tox = Viability Counterscreen for Primary qHTS for Inhibitors of ATXN expression; Potency, µM (doses to about 56.7 µM), most hits filed as cytotoxic; AID 651635, 2014; 400,000 compounds, 0.49% hits; S2 cells (HEK-293 line with an ATXN2-luciferase reporter) viability, CellTiter-Fluor protease fluorescence, 24 h; also: potency is read from the fitted curve at half-maximal effect; nearly all actives have a fitted effect of over 40% in size
MCF10A rerep = A quantitative high throughput screen for small molecules that induce DNA re-replication in MCF 10a normal breast cells; MCF 10A DNA re-replication, Hoechst nuclear intensity, 48 h; 350,000 compounds, 2.9% hits; Potency, µM (highest dose often 46.1 µM), for the others: top-dose activity, positive = re-replication, usual class: activators; also: potency is read from the fitted curve at half-maximal effect; % of control where 0% means no effect; nearly all actives have a fitted effect of over 50% in size
HepG2 tox = qHTS for Inhibitors of TGF-b: Cytotox Counterscreen | Potency, µM (series often up to 46.1 µM), for inactives: at the top dose activity change, negative = cytotoxicity, hits mostly cytotoxic | HepG2 CAGA-GFP viability, ATP luminescence, 18 h | 410,000 compounds, 0.76% hits; also: potency is read from the fitted curve at half-maximal effect; some results filed as inactive show a strong effect at the top dose
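HepG2 CAGA-GFP cells (1000/well, DMEM with 1% FBS) received compound, then TGF-beta at 500 pg/mL final, and were incubated 18 hours at 37 degrees C. Viability was read by CellTiter-Glo luminescence. Media-only wells were set as complete cell-killing and DMSO as no toxicity.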
HT1080 IDH1KD tx = qHTS for induction of synthetic lethality in tumor cells producing 2HG: qHTS for the HT-1080-IDH1KD cell line; HT-1080 IDH1 knockdown viability, ATP luminescence, 48 h; Potency, µM (doses to about 46.1 µM), for the others: top-dose activity, negative = toxicity, actives largely listed as cytotoxic; 360,000 compounds, 2% hits;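 also: potency is read from the fitted curve at half-maximal effect; 0% = DMSO wells and -100% = cell-free medium wells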
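HT-1080-IDH1KD cells (IDH1 knocked down), 750/well in RPMI with 5% FBS, treated with compound 48 h at 37 degrees C. Viability by CellTiter-Glo luminescence, normalised to DMSO and no-cell wells; concentration-response curves classed.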
Numbers without * were called inactive; i = inactive; u = inconclusive; x = not tested or not shown; [ ] = dose if it differs, or a comment. Unless noted, calls follow the shape of the dose curve; as a rule, active = well fitted curve in the direction sought with a large enough effect; inconclusive = small, poorly fitted or top-dose-only effect, or another doubt; inactive = no such curve, though single readings can be large; an effect the other way counts as inactive or inconclusive.

SMILES	SW480 rereplic	HT1080-NT tox	IL1B secr inh	KB-3-1 cytotox	ATXN2 expr inh	S2 tox	MCF10A rerep	HepG2 tox	HT1080 IDH1KD tx
CS(=O)(=O)c1[nH]nc(-c2cccc(Cl)c2)c1C#N	-26.5%	19.5%	x	-11.7%	-15.4%	i	-19.1%	-40.1%	15.3%
N#CN1CCC(NS(=O)(=O)c2ccc(C(F)(F)F)cc2)C1 (stereo unspecified)	-10.0%	x	x	-6.4%	-11.2%	i	u	-18.8%	x
CC1CCN(c2ccccc2NC(=S)NC(=O)c2cccs2)CC1	-1.8%[9.22 µM]	u	48.0	3.6%	16.8%	i	10µM*	-25.0%	u
CCCCC(=O)NC(NC(=S)N1CCCCCC1)C(Cl)(Cl)Cl (stereo unspecified)	-3.3%	-0.7%	-5.0	1.7%	-7.5%	i	u	2.7%	0.6%
Cc1ccccc1CN1CCN(C(C)C(=O)NCc2ccccc2)CC1 (stereo unspecified)	-5.4%	-24.6%	-6.1	14.0%	2.5%	i	1.3%	21.5%	-10.5%
Cc1nn(C)cc1-c1n[nH]c(=S)n1-c1ccc(Cl)cc1	-698.0%[inhibitor]	15.8%	25.9	2.0%	5.4%	i	1.7%	6.1%	6.1%
COC(=O)c1cc(C(=O)OCC(=O)N(C)C2CCS(=O)(=O)C2)cc([N+](=O)[O-])c1 (stereo unspecified)	-14.5%	20.8%	-1.5	-1.2%	-33.1%	i	-4.7%	-18.5%	19.7%
CCOC(=O)N(C)C[C@@H]1OCc2cn(nn2)CCCC(=O)N([C@@H](C)CO)C[C@H]1C	x	3.3%	19.3	u	11.7%	i	x	3.4%	4.3%
C/C(=N\Nc1ccc2nncn2n1)c1ccc(Br)s1	-4.2%	4.1%	11.3	u	-3.6%	i	1.0%	-8.9%	0.1%
C=CCNc1nc2c(c(=O)[nH]c(=O)n2C)n1CCCc1ccccc1	-15.6%	-0.9%	-25.8	-3.0%	4.3%	i	-13.0%	5.8%	5.1%
COC(=O)CSc1[nH]c2cc(C)ccc2c1[N+](=O)[O-]	-2.9%	0.0%	41.8	11.2%	2.9%	i	u	-35.4%	-6.1%
CCCCOC(=O)Cn1c(=N)n(CCN2CCOCC2)c2ccccc21	-4.9%	-1.6%	20.3	1.5%	6.6%	u	4.5%	-2.7%	9.8%
Cc1oc(-c2ccccc2F)nc1CN1CCC(C(=O)NCCc2ccc(Cl)cc2)CC1	x	x	x	-9.6%	-11.8%	i	x	-42.5%	x
CCOc1ccc(S(=O)(=O)N2CCN(C(=O)Cc3n[nH]c(=O)c4ccccc34)CC2)cc1	1.2%	-26.1%	17.7	u	2.6%	i	-0.1%	-3.2%	0.7%
CC1CCCC(C)N1C(=O)COC(=O)CNS(=O)(=O)c1ccc2ccccc2c1 (stereo unspecified)	x	2.2%	15.8	-0.3%	x	i	x	-11.1%	3.4%
CCNC(=O)C1(C)CCCN(Cc2cccc3c(OC)cc(C(=O)OCC)cc23)C1 (stereo unspecified)	x	4.4%	-16.2	0.0%	-20.1%	i	x	-7.5%	-0.6%
CCc1ccc(NC(=O)CSc2nc3ccccc3c(=O)n2CCCC(=O)NCCCN2CCOCC2)cc1	u	u	-102.9*	19.4%	-37.3%	i	u	-28.0%	18.4µM*
COc1ccc(OC)c(/C=N/Nc2nc(C)cc(=O)[nH]2)c1	-1.3%	u	-3.1	8.8%	-27.7%	i	-21.8%	-24.8%	21.9%
COc1ccccc1N1CCN(/N=C/c2ccc(Cl)c([N+](=O)[O-])c2)CC1	-8.6%	2.5%	-29.5	0.0%	x	i	11.7%	-29.2%	-8.4%
CCOC(=O)C1CCCN(Cc2nc(CC3CC3)no2)C1 (stereo unspecified)	1.1%	8.2%	19.3	11.8%	15.0%	i	-9.9%	-5.5%	11.2%
Cc1[nH]c(=O)c(C#N)cc1-c1ccccc1	0.3%	-3.1%	58.9	-13.3%	-8.0%	i	-2.1%	2.4%	-4.5%
CCCCCCCN1N=C(C)C(C(=O)c2ccccc2)C1=O (stereo unspecified)	-2.2%	2.6%	21.0	-5.1%	-3.1%	i	6.8%	-26.5%	-14.8%
O=c1[nH]n(-c2ccccc2)c(=O)cc1Cl	1.3%	3.2%	-3.2	-0.4%	2.0%	i	9.4%	-4.5%	17.8%
COc1ccccc1NC(=O)c1c([N+](=O)[O-])c(C(C)(C)C)nn1C	1.3%	2.3%	x	-4.1%	4.6%	u	-0.1%	14.2%	13.7%
CN(C)CCCNC(=O)c1ccc(/C=N/O)nc1	3.0%	21.8%	3.8	u	-4.0%	i	7.0%	-5.3%	9.9%

6 of the entries above in order of the SW480 rereplic value, falling.
mol	SW480 rereplic
COc1ccccc1NC(=O)c1c([N+](=O)[O-])c(C(C)(C)C)nn1C	1.3%
CCCCCCCN1N=C(C)C(C(=O)c2ccccc2)C1=O (stereo unspecified)	-2.2%
CCCCOC(=O)Cn1c(=N)n(CCN2CCOCC2)c2ccccc21	-4.9%
Cc1ccccc1CN1CCN(C(C)C(=O)NCc2ccccc2)CC1 (stereo unspecified)	-5.4%
N#CN1CCC(NS(=O)(=O)c2ccc(C(F)(F)F)cc2)C1 (stereo unspecified)	-10.0%
CS(=O)(=O)c1[nH]nc(-c2cccc(Cl)c2)c1C#N	-26.5%

2 entries drawn at random from the list so far, as already listed:
SMILES	SW480 rereplic	HT1080-NT tox	IL1B secr inh	KB-3-1 cytotox	ATXN2 expr inh	S2 tox	MCF10A rerep	HepG2 tox	HT1080 IDH1KD tx
COc1ccccc1NC(=O)c1c([N+](=O)[O-])c(C(C)(C)C)nn1C	1.3%	2.3%	x	-4.1%	4.6%	u	-0.1%	14.2%	13.7%
COc1ccccc1N1CCN(/N=C/c2ccc(Cl)c([N+](=O)[O-])c2)CC1	-8.6%	2.5%	-29.5	0.0%	x	i	11.7%	-29.2%	-8.4%

Carrying on:
SMILES	SW480 rereplic	HT1080-NT tox	IL1B secr inh	KB-3-1 cytotox	ATXN2 expr inh	S2 tox	MCF10A rerep	HepG2 tox	HT1080 IDH1KD tx
CC(C)C[C@H](NC(=O)c1nc[nH]c1C(=O)NCCCCCNC(=O)OC(C)(C)C)C(=O)OCc1ccccc1	-0.5%	-9.9%	21.9	0.0%	-14.8%	u	u	-44.2%	-0.6%
CCOC(=O)c1cc2c(c(CCO)n1)[C@@H](CCO)N(S(=O)(=O)C(C)(C)C)C2	4.1%	10.3%	38.7	0.0%	9.7%	i	-20.5%	-0.1%	12.6%
CCOC(=O)c1cnc2c(C)cc(C)cc2c1NCCc1ccc(OC)c(OC)c1	x	x	x	5.0%	-1.8%	i	x	-18.7%	x
Cc1ccc(C)c(C(=O)COC(=O)c2nn(C)c(=O)c3ccccc23)c1	-3.6%	7.0%	0.0	13.9%	-17.5%	i	0.8%	0.0%	12.0%
CSCC(=O)N1CCC(n2nccc2NC(=O)c2ccc3c(c2)OCO3)CC1	-0.2%	-0.5%	8.9	2.4%	x	i	-8.0%	-5.7%	7.5%
COc1ccc(C(=O)N2CCn3c(C)ccc3C2C)cc1 (stereo unspecified)	-2.0%	15.0%	-11.2	3.2%	x	i	9.2%	-9.0%	7.0%
CCC(CC)CN1C(Nc2ccccc2)=NC[C@@H]1CC(C)C	-8.3%	-13.5%	-10.3	14.3%	-3.1%	u	15.8%	-6.7%	1.6%
O=C(NCCc1ccccn1)c1ccc(NS(=O)(=O)c2ccc(F)cc2)cc1	u	-6.5%	-7.6	-2.4%	-27.1%	i	u	3.4%	-2.5%
COc1ccc(CCNC(=O)c2cc(-c3ccc(Cl)c(Cl)c3)oc2C)cc1	-4.2%	-26.9%	u	2.3%	-3.4%	i	u	-1.6%	u
O=C(C1CCCCC1)N1CCC(n2nnc3ccccc32)CC1	-8.0%	12.7%	-19.1	6.5%	5.6%	i	7.5%	-14.8%	8.4%
COc1ccc(CNC(=O)c2cc(-c3cc(C)ccc3O)n[nH]2)cc1	-6.6%	-0.5%	-13.6	-5.9%	39.4%[activator]	i	0.1%	-20.3%	12.5%
CNC(=O)CC(C(=O)O)c1ccc(OCC(C)C)cc1 (stereo unspecified)	-4.6%	29.7%	2.3	-0.3%	-19.7%	i	-7.2%	-0.5%	23.3%
C=CCN1C(=O)C(C)NC1=S (stereo unspecified)	-100.6%[inhibitor]	11.7%	7.6	27.2%	3.2%	i	-1.9%	-23.2%	9.0%
COc1cccc(C(=O)Oc2ccc(/C=N/NC(=O)c3ccncc3)cc2OC)c1	u	0.0%	-1.3	3.6%	-2.5%	i	u	-7.2%	8.5%
COc1ccccc1N1CCN(S(=O)(=O)c2cn(C)cn2)CC1	0.3%	5.3%	0.0	3.6%	0.3%	i	-1.6%	-73.4%	12.4%
CCc1ccc(NS(=O)(=O)c2ccc3[nH]cc(C(=O)NCC4CCCO4)c(=O)c3c2)cc1 (stereo unspecified)	1.4%	-1.6%	2.5	-6.7%	15.4%	i	13.7%	-22.4%	-24.6%
COc1ccc(-n2cc(C#N)c(=O)[nH]c2=O)cc1	-10.8%	-0.1%	4.3	-3.6%	6.8%	i	3.1%	-0.8%	-1.3%
O=c1oc2ccc3ccccc3c2cc1-c1nnc(Nc2cccc(C(F)(F)F)c2)s1	x	x	x	3.8%	0.2%	i	x	0.2%	x
Cc1ccc(S(=O)(=O)N2CCN(C(C(=O)Nc3ccc(F)cc3)c3ccccc3)CC2)cc1 (stereo unspecified)	2.9%	7.8%	-13.8	-2.8%	-8.7%	i	u	-4.8%	0.9%
